# HP1b binding inh = HTS for Inhibitors of HP1-beta Chromodomain Interactions with Methylated Histone Tails; AlphaScreen HP1-beta / biotin-H3K9me3 peptide binding; Potency, µM (highest dose often 114 µM), for inactives: at the highest dose activity change, negative = inhibition, actives largely listed as inhibitors; actives 0.56% (n = 390,000); also: potency is read from the fitted curve at half-maximal effect; nearly all actives have a fitted effect of over 70% in size; inactives centre near 23
# Target sequence (P83916 whole entry, looked up): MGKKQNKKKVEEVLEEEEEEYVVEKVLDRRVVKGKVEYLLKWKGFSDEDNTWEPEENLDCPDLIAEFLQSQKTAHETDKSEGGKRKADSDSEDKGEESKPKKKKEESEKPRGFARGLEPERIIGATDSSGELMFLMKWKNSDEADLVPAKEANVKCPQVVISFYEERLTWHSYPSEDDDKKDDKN
#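 HP1-beta protein (50 nM final) preincubated 30 min at room temperature with biotinylated H3(1-18)K9me3 peptide (50 nM) in PBS pH 7.4, 0.01% Tween-20, then compound added for 30 min. AlphaScreen streptavidin donor/nickel chelate acceptor beads (10 ug/mL final), 30 min dark, luminescence read.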
# G9a inh = qHTS Assay for Inhibitors of Histone Lysine Methyltransferase G9a | Histone-lysine N-methyltransferase EHMT2 (Homo sapiens), Q96KQ7 | actives 8.8% (n = 350,000) | Potency, µM (series often up to 102 µM), inactives show at the highest dose activity, negative = inhibition, hits mostly inhibitors | AID 504332, 2011 | G9a H3K9 monomethylation, AlphaScreen, 2 h; also: potency is read from the fitted curve at half-maximal effect; % is scaled to controls: 0 for no effect and ±100 for the full control effect; nearly all actives have a fitted effect of over 75% in size
# Target sequence (Q96KQ7 913-1193 limits assumed): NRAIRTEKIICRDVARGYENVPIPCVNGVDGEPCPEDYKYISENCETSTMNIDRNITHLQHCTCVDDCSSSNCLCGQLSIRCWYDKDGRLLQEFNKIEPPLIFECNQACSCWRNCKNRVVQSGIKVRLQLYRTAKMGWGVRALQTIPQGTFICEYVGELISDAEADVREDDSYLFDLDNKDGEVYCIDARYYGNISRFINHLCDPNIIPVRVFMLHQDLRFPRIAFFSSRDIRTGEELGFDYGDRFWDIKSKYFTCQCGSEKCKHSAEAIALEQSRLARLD
#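 Using a bead-based AlphaScreen, monomethylated H3K9 product from 2 h room-temperature reactions (G9a 20 nM, peptide 500 nM, SAM 20 uM) was detected with 0.5 ug/mL rabbit anti-H3K9me1 antibody.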
# JMJD2A Tudor = qHTS Assay for Inhibitors of JMJD2A-Tudor Domain; Potency, µM (top dose mostly 114 µM), without a hit: top-dose activity change, negative = inhibition, actives largely listed as inhibitors; actives 4.4% (n = 390,000); AlphaScreen JMJD2A-Tudor / H3K4me3 peptide binding; also: potency is read from the fitted curve at half-maximal effect; % is scaled to controls: 0 for no effect and ±100 for the full control effect; nearly all actives have a fitted effect of over 50% in size
# PGK inhibitor = qHTS Assay to Find Inhibitors of Phosphoglycerate Kinase; actives 0.043% (n = 380,000); Phosphoglycerate kinase, glycosomal (Trypanosoma brucei brucei), P07378; Potency, µM (doses to about 57.5 µM), for the others: top-dose activity change, negative = inhibition, hits mostly inhibitors; AID 602233, 2012; PGK/GAPDH coupled, Kinase-Glo luminescence, 60 min; also: potency is read from the fitted curve at half-maximal effect; % is scaled to controls: 0 for no effect and ±100 for the full control effect; nearly all actives have a fitted effect of over 60% in size
#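 Luminescent ATP detection (Kinase-Glo Plus) follows a 60-minute room-temperature incubation, with wells lacking PGK as controls. Buffer: 100 mM TEA (pH 7.6), 5 mM MgCl2, 0.01% Tween-20. Coupling enzyme GAPDH (100 nM final) supplies unstable 1,3-BPG in-well.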
# Pin1 inhibitor = qHTS Assay to Find Inhibitors of Pin1; AID 504891, 2011; Pin1 FP peptide displacement, HiFluor488, 10 min; Potency, µM (top dose mostly 115 µM), for the others: at the highest dose activity, negative = inhibition, usual class: inhibitors; Peptidyl-prolyl cis-trans isomerase NIMA-interacting 1 (Homo sapiens), Q13526; actives 0.009% (n = 390,000); active = well fitted inhibition curve with a large enough effect in the polarisation, with a control signal flat, not every such curve was filed as active; inconclusive = small, poorly fitted or top-dose-only effect, or effect the other way, or a change in a side signal; inactive = no such curve, though single readings can be large or run the other way; the % refers to the polarisation; also: potency is read from the fitted curve at half-maximal effect; % is scaled to controls: 0 for no effect and ±100 for the full control effect
# PI4K2A block = qHTS for small molecular inhibitors of PI4K2A; Phosphatidylinositol 4-kinase type 2-alpha (Homo sapiens), Q9BTU6; purified PI4K2A, ADP-Glo luminescence, 1 h; stronger effect = lower value; activity change, negative = inhibition, % at 76.9 µM; actives 0.13% (n = 420,000); AID 1346378, 2018; in the data active = activity change below about -50%; inconclusive = mostly about -30% to -49%;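 also: -100% = wells without enzyme as full effect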
# Target sequence (Q9BTU6 whole entry, looked up): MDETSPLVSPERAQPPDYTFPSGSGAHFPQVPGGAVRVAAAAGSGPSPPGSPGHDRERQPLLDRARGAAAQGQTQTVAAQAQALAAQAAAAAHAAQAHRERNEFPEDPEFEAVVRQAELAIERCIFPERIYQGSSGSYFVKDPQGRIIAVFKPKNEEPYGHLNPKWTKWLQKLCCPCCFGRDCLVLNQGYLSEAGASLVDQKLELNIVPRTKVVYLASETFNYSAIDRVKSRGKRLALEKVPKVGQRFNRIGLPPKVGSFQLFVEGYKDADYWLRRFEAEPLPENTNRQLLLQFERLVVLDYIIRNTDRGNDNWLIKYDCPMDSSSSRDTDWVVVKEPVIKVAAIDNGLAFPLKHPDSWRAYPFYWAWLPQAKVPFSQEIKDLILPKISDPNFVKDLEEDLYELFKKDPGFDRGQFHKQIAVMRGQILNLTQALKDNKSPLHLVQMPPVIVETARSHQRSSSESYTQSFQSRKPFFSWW
#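 In this quantitative HTS, ADP production by PI4K2A was quantified luminescently after 1 h at ambient temperature; 100 microM adenosine served as plate-quality control.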
# BAZ2B block = qHTS Assay for Inhibitors of BAZ2B; Bromodomain adjacent to zinc finger domain protein 2B (Homo sapiens), Q9UIF8; AlphaScreen BAZ2B-H3K14Ac peptide displacement; Potency, µM (top dose mostly 114 µM), without a hit: at the top dose activity change, negative = inhibition, most hits filed as inhibitors; actives 4.4% (n = 360,000); AID 504333, 2011; also: potency is read from the fitted curve at half-maximal effect; % is scaled to controls: 0 for no effect and ±100 for the full control effect; nearly all actives have a fitted effect of over 60% in size
#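 In this displacement format the biotinylated H3(5-23) peptide acetylated at Lys14 serves as ligand at 50 nM, with BAZ2B at 50 nM in PBS pH 7.4 containing 0.01% Tween-20. Donor and acceptor beads are 10 ug/mL final.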
# ERG-DNA inh = qHTS for Small Molecule Inhibitors of the ERG Ets/DNA interaction; Transcriptional regulator ERG (Homo sapiens), P11308; fluorescence polarization, His-ERG Ets domain / labelled DNA; Potency, µM (titrated, usually from 76.9 µM), for the others: at the highest dose FP activity, negative = inhibition, most hits filed as inhibitors; actives 0.028% (n = 370,000); active = well fitted inhibition curve with a large enough effect in the polarisation, with a control signal flat; inconclusive = small, poorly fitted or top-dose-only effect, or effect the other way, or a change in a side signal; inactive = no such curve, though single readings can be large or run the other way; the % refers to the polarisation;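 also: polarization taken with two DNA probes labelled with fluorescein and Texas red; potency is read from the fitted curve at half-maximal effect; % of control where 0% means no effect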
#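 His-tagged ERG Ets domain (1 uM in the protein solution; 300mM KCl, 50mM Tris-HCl, 1mM EDTA, 1mM DTT, pH 7.5) received compound, then a probe mix of 5 nM fluorescein-DNA and 100nM Texas-615-DNA. Fluorescence polarization was read for both dyes.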
# GLS inh = qHTS for Inhibitors of Glutaminase (GLS); actives 0.21% (n = 410,000); Potency, µM (highest dose often 45.5 µM), for inactives: top-dose activity change, negative = inhibition, actives largely listed as inhibitors; GLS enzymatic activity, qHTS titration; also: potency is read from the fitted curve at half-maximal effect; % is scaled to controls: 0 for no effect and ±100 for the full control effect
#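 Two-point fluorescence kinetic (t0, 30 min RT) for hKGA; glutamate detected via glutamate oxidase–HRP–Amplex Red. Substrate: 1 mM L-glutamine solution; buffer 45 mM KH2PO4, pH 8.2.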
# Active calls of the source: *; i = inactive; ? = inconclusive; . = not tested or not shown; [ ] = another dose, or the depositor's remark. Unless noted, calls follow the shape of the dose curve; as a rule, active = well fitted curve in the direction sought with a large enough effect; inconclusive = small, poorly fitted or top-dose-only effect, or another doubt; inactive = no such curve, though single readings can be large; an effect the other way counts as inactive or inconclusive. The order is random. About 11% of those tested had a hit in this group.
canonical_smiles	HP1b binding inh	G9a inh	JMJD2A Tudor	PGK inhibitor	Pin1 inhibitor	PI4K2A block	BAZ2B block	ERG-DNA inh	GLS inh
CSCc1nnc(NC(=O)c2ccc(S(=O)(=O)N(C)C)cc2)o1	14%	1%	20µM*	-8%	1%	2	-2%	0%	15%
c1ccc2c(c1)oc1c(NCc3ccc4c(c3)OCO4)ncnc12	10%	9%	-16%	-8%	36%[activator]	-1	12%	0%	3%
O=C1C=C(OCc2ccccc2)CN1	18%	2%[59 µM]	-11%	i	-5%	-1	10%	-5%	-24%
CC(C)c1nn2c(=O)cc(CSc3ccccc3NC(=O)c3ccccc3F)nc2s1	5%	13%	-1%	6%	1%	3	-17%	0%	1%
Cc1ccc(NC(=O)CNC(=O)Cc2cccc3ccccc23)c(O)c1	59%[activator]	-29%	-6%	i	10%	-1	4%	3%	-8%
CC(=O)Nc1cccc(/C(C)=N/NS(=O)(=O)c2ccc(C)cc2)c1	26%	50µM*	-14%[11.4 µM]	-3%	-8%	3	-7%	10%	7%
Cn1c(=O)[nH]c(=O)c2c1nc(N1CCCCCC1)n2CCSc1nc2ccccc2o1	43%[activator]	?	-14%	-1%	4%	-1	-1%	0%	-10%
O=C(NCCC1CCCCN1S(=O)(=O)c1ccc(Cl)cc1)C(=O)NCc1cccnc1 (stereo unspecified)	57%[activator]	-29%	-20%	-2%	-2%	0	21%	4%	-3%
Cc1cccc(C(=O)Nc2c(-c3ccc(F)cc3)nc3ccccn23)c1	25%	-11%[59 µM]	-20%	2%	-1%	-1	-5%	-3%	18%
CCN(CC)CCN1C(=O)C(O)=C(C(=O)c2ccc(C)o2)C1c1ccccn1 (stereo unspecified)	31%	.	-25%	5%	-9%	-1	.	-9%	-2%

# In a second layout: entries from further up
HP1b binding inh	G9a inh	JMJD2A Tudor	PGK inhibitor	Pin1 inhibitor	PI4K2A block	BAZ2B block	ERG-DNA inh	GLS inh	structure
57%[activator]	-29%	-20%	-2%	-2%	0	21%	4%	-3%	O=C(NCCC1CCCCN1S(=O)(=O)c1ccc(Cl)cc1)C(=O)NCc1cccnc1 (stereo unspecified)
59%[activator]	-29%	-6%	i	10%	-1	4%	3%	-8%	Cc1ccc(NC(=O)CNC(=O)Cc2cccc3ccccc23)c(O)c1

# Further structures:
canonical_smiles	HP1b binding inh	G9a inh	JMJD2A Tudor	PGK inhibitor	Pin1 inhibitor	PI4K2A block	BAZ2B block	ERG-DNA inh	GLS inh
CC(NC(=O)c1ccncc1)c1ccccc1 (stereo unspecified)	26%	-4%[0.501 µM]	-10%	8%	3%	1	6%	0%	1%
Cc1cccc(N(CC(=O)NC(C)(C)C)C(=O)CCC(=O)Nc2nccs2)c1	37%	-4%	-9%	6%	6%	-1	-4%	6%	-1%
Cc1sc2ncnc(N3CCC(C(=O)NNC(=O)COc4ccccc4Cl)CC3)c2c1C	29%	13%[2.33 µM]	-20%	2%	-2%	-4	-1%	6%	7%
O=C(COc1ccc([N+](=O)[O-])cc1)Nc1ccc2c(c1)OCO2	48%[activator]	-46%	-9%	-3%	0%	7	3%	14%	7%
CCOC(=O)c1sc(NC(=O)CN2C(=O)NC3(CC(C)CC(C)(C)C3)C2=O)c(C(=O)OCC)c1C (stereo unspecified)	5%	?	-14%	0%	9%	3	10%	-3%	2%
O=c1nc2n(-c3ccccc3F)c3ccccc3cc-2c(=O)[nH]1	26%	-21%[59 µM]	-6%	-5%	1%	-3	-14%	-3%	-3%
COc1cc(C2CC(=O)Nc3n[nH]c(-c4ccccc4)c32)cc(OC)c1OC (stereo unspecified)	12%	-4%[59 µM]	-5%	-7%	0%	-3	-1%	11%	-1%
CN(CC(=O)Nc1ccc(F)cc1)C(=O)CSc1ccc2c(c1)OCCO2	51%[activator]	17%[12.7 µM]	-2%	3%	-2%	-7	-3%	0%	0%
OCCN(CC#CCn1c2ccccc2c2ccccc21)CCO	16%	.	-21%	7%	4%	4	-9%	2%	7%
C=CCn1c(SCc2nc3sc(C(=O)O)c(C)c3c(=O)[nH]2)nnc1-c1ccccc1	30%	?	25µM*	-12%	-1%	-2	?	-4%	-4%
CCc1nnc(NC(=O)C23CC4CC(CC(C4)C2)C3)s1	15%	5%	-7%	-1%	4%	3	-13%	1%	4%
CC(C)c1nnc(NC(=O)CCC(=O)NCCc2ccccc2)s1	49%	-1%	9%[57.1 µM]	0%	-2%	4	-3%	15%	-12%
O=C(NC1CCCCC1)N1CCN(c2nc(-c3ccccc3)cs2)CC1	-13%	14%	-19%	0%	-11%	4	-27%	-2%	5%
Cc1ccc2cc(CCNC(=O)CCCc3ccccc3)c(=O)[nH]c2c1	42%[activator]	27%	16%	-8%	-4%	-2	-14%	13%	14%
O=C(CSc1nnc(-c2ccc(F)cc2)c2ccccc12)Nc1c(F)cccc1F	20%	21%[59 µM]	-17%	7%	5%	0	-5%	-3%	9%
Cc1ccc(CC(=O)NCc2nc(-c3ccccc3)no2)cc1	44%[activator]	-18%[59 µM]	-9%	-9%	-5%	-2	2%	-3%	1%
CC(C)CN(CC(C)C)C(=O)CCCC(=O)N(CC(C)C)CC(C)C	-5%	-9%[59 µM]	-2%	i	-3%	-6	5%	10%	1%
CC1(c2ccccc2)NC(=S)N2C1NC(=S)N2c1ccccc1 (stereo unspecified)	15%	50µM*	?	-8%	1%	-4	-35%	-3%	26%
Cc1cccc(Oc2ncccc2[N+](=O)[O-])c1C	23%	.	-16%	-1%	0%	0	.	-5%	0%
O=C(N/N=C1\CCCCc2ccccc21)c1ccccn1	33%[activator]	5%	-23%[11.4 µM]	3%	6%	-5	-28%	0%	1%
O=c1cc(CSc2ccc(Cl)cc2)[nH]c2[nH]n(-c3ccccc3)c(=O)c12	?	40µM*	?	-3%	?	-9	35µM*	-3%	-16%
CCCCN(CCCC)c1nn[nH]n1	46%[activator]	.	-8%	-7%	-8%	-7	.	1%	-9%
Cc1cccc(N2CCN(c3ccc(C(N)=O)cc3[N+](=O)[O-])CC2)c1C	9%	?	-7%	3%	-2%	-12	-18%	-16%	2%
Cc1cc(NC(=O)c2noc3c2CCCC3)nn1Cc1ccc(Cl)cc1	69%[activator]	-8%[59 µM]	-9%	-9%	2%	-6	?	4%	-1%
CCCCNC(=O)C1CCCN(S(=O)(=O)c2ccc(-n3cnnn3)cc2)C1 (stereo unspecified)	8%	?	11%	-11%	-2%	-1	24%	7%	11%
O=C(COc1ccccc1)N[C@@H]1c2ccccc2CC[C@@H]1OCc1ccccc1	20%	.	4%	-1%	1%	-1	.	-8%	1%
CC(C)C[C@@H](CSc1ccccc1)N1CCN(C)CCC1=O	14%	.	-17%	-4%	-5%	3	-14%	-16%	1%
CC(=O)CNc1ccc(S(=O)(=O)N/N=C/c2ccccc2)cc1	54%[activator]	6.3µM*	-4%	7%	0%	-2	-16%	-3%	21%
Clc1ccc(OCCn2cnc(Cl)c2Cl)cc1	?	50µM*	-31%	i	4%	-6	?	-2%	0%
Cc1ccc(CNC(=O)C2CCC(CNc3c(N4CCC(C)CC4)c(=O)c3=O)CC2)cc1 (stereo unspecified)	22%	12%	4%	2%	-1%	-3	-3%	-7%	-14%
CCN(Cc1ccc(OC)c(F)c1)C(=O)C1CCCO1 (stereo unspecified)	6%	-25%	-12%	-6%	-8%	1	1%	-6%	0%

# Filtered by structure: the entries above with fluorine
canonical_smiles	HP1b binding inh	G9a inh	JMJD2A Tudor	PGK inhibitor	Pin1 inhibitor	PI4K2A block	BAZ2B block	ERG-DNA inh	GLS inh
CC(C)c1nn2c(=O)cc(CSc3ccccc3NC(=O)c3ccccc3F)nc2s1	5%	13%	-1%	6%	1%	3	-17%	0%	1%
Cc1cccc(C(=O)Nc2c(-c3ccc(F)cc3)nc3ccccn23)c1	25%	-11%[59 µM]	-20%	2%	-1%	-1	-5%	-3%	18%
O=c1nc2n(-c3ccccc3F)c3ccccc3cc-2c(=O)[nH]1	26%	-21%[59 µM]	-6%	-5%	1%	-3	-14%	-3%	-3%
CN(CC(=O)Nc1ccc(F)cc1)C(=O)CSc1ccc2c(c1)OCCO2	51%[activator]	17%[12.7 µM]	-2%	3%	-2%	-7	-3%	0%	0%
O=C(CSc1nnc(-c2ccc(F)cc2)c2ccccc12)Nc1c(F)cccc1F	20%	21%[59 µM]	-17%	7%	5%	0	-5%	-3%	9%
CCN(Cc1ccc(OC)c(F)c1)C(=O)C1CCCO1 (stereo unspecified)	6%	-25%	-12%	-6%	-8%	1	1%	-6%	0%

# From PubChem
